Screening results as filed in PubChem.
NALP1 yeast inh – NALP1 inhibition; 280,000 tested, 0.61% active; AID 2071; inhibition, % at 10 µM; S. cerevisiae NALP1/ASC/caspase-1 growth, X-gal OD620, 72 h; in the data active = inhibition mostly above about 24%, no sharp cut-off; inactive = mostly below about 32%; also: some compounds called inactive have numbers as strong as hits
MEKK2 WT-MEK5 – raises or lowers MEK5 binding to wildtype human MEKK2 PB1 domain; Q9Y2U5; bead flow cytometry, Alexa488-MEK5 binding to MEKK2 WT; actives lie on both sides; binding response (% of control), % at 10 µM; 290,000 tested, 1.1% active; AID 1531; in the data active = binding response below about 67% or above about 130%
IDE act – activators of human insulin-degrading enzyme in cells; P14735; HEK cells, FAbeta-B cleavage, fluorescence polarization; 0% vehicle, 100% cell-free pure enzyme wells; activation, % at 5.96 µM; 340,000 tested, 0.073% active; AID 493087;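 active = activation above the mean of all tested compounds plus 3 SD, set per screening campaign, cut at about 17% in these data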
Target sequence (P14735 whole entry, looked up): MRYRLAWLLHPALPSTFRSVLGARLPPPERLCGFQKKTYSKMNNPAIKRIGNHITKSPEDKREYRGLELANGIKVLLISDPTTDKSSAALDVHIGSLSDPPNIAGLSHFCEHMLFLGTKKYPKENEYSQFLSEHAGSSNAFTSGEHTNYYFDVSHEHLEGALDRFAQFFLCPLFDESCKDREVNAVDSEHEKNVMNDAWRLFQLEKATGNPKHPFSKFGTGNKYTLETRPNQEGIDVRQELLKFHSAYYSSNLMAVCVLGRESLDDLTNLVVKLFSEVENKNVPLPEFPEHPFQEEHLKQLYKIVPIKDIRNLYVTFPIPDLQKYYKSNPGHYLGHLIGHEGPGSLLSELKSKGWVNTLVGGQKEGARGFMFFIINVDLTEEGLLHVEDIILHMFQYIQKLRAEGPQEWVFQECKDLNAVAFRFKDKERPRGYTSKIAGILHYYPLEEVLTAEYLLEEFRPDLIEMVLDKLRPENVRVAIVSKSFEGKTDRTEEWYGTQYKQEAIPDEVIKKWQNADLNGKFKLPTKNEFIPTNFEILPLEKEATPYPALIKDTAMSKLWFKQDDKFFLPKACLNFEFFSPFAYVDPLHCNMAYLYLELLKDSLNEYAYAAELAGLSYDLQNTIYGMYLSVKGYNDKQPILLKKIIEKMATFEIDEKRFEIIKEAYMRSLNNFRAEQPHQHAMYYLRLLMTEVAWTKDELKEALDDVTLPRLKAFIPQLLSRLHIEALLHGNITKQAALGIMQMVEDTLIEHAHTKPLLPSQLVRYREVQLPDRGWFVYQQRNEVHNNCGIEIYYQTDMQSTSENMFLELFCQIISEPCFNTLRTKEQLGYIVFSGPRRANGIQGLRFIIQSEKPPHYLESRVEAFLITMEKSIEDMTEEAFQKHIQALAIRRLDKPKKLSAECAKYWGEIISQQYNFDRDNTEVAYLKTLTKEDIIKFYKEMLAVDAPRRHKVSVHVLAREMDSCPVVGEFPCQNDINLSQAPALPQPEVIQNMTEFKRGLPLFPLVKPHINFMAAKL
IDE inh – cellular human IDE inhibition | inhibition, % at 5.59 µM | AID 434962 | P14735 | HEK cells, FAbetaB cleavage, fluorescence polarization | 320,000 tested, 0.41% active;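 active = percent inhibition above the average of all tested compounds plus 3 SD, set per screening campaign, cut at about 16% in these data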;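 also: IDE supplied by intact live HEK cells; FP after avidin binding of uncleaved biotin substrate so inhibition keeps polarization high; 0% = DMSO wells and 100% = 60 µM reference IDE inhibitor Ii1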
p-CIP stab down – lowers stability of the mouse p/CIP coactivator protein. Q05BA5. F442A p/CIP-EGFP cells, EGFP fluorescence, 16 h. decrease of EGFP signal, % at 10 µM. 290,000 tested, 0.01% active;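 active = EGFP signal decrease of at least 30% at 10 µM or well 3 SD below plate mean, unless failing retest; inactive = the rest, including hits failing retest or dose response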; also: some compounds called inactive have numbers as strong as hits; many of its hits are not listed in these tables
M18AAP inhibitor – blocks P. falciparum M18 aspartyl aminopeptidase. recombinant PfM18AAP, H-Glu-NHMec fluorogenic cleavage. inhibition, % at 7.35 µM. 290,000 tested, 1.2% active. AID 1822;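 active = inhibition above the campaign mean inhibition over all tested compounds plus 3 SD, cut at about 28% in these data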;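 also: 0% = plate median of test compound wells and 100% = 2 mM ZnCl2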
MEKK2mut PB1 HTS – signal of MEK5 binding to mutant human MEKK2 PB1 domain; bead flow cytometry, Alexa488-MEK5 binding to MEKK2 mutant; percent response, % at 10 µM; 290,000 tested, 0.35% active; AID 1530; in the data active = percent response above about 24%, passing the limit was not always enough; also: inactives centre near 1; some results filed as inactive read as strong as hits; reference of the scale not given here
MEKK3 PB1 HTS – raises or lowers MEK5 binding to the human MEKK3 PB1 domain | Q99759 | bead-based flow cytometry, Alexa488-MEK5 binding to MEKK3; actives lie on both sides; 0 = blocked by unlabeled MEK5, 100 = vehicle | binding response (% of control), % at 10 µM | 290,000 tested, 1.4% active | AID 1529;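 active = binding response more than 3 SD above or below the average of its plate-row segment, actives on both sides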;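 also: Alexa488 bead fluorescence after subtracting the streptavidin-only scavenger bead signal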
UBC9 SUMO inh – blocks human SUMOylation mediated by UBC9 | P63279 | HTRF SUMOylation assay, SAE1/SAE2 + UBC9, in vitro | inhibition, % at 35 µM | 290,000 tested, 0.36% active; in the data active = inhibition above about 50%, passing the limit was not always enough; also: strong numbers were not always called active
Active calls of the source: *; . = not tested or not shown.

SMILES	NALP1 yeast inh	MEKK2 WT-MEK5	IDE act	IDE inh	p-CIP stab down	M18AAP inhibitor	MEKK2mut PB1 HTS	MEKK3 PB1 HTS	UBC9 SUMO inh
COCCCNC(=O)c1c(N)n(-c2ccc(S(N)(=O)=O)cc2)c2nc3ccccc3nc12	-5	.	4	3	4	4	.	.	23
O=C(N/N=C/c1ccc(-c2ccccc2[N+](=O)[O-])o1)c1cccnc1	43	103	3	5	-2	8	7	102	16
O=C(CSc1ccccc1)NCCc1ccccc1	10	103	6	7	-6	-3	2	104	-5
O=C(COC(=O)/C=C/c1ccccc1Cl)NC(=O)Cc1ccccc1	19	103	5	-1	0	-8	16	96	-23
O=C(O)CC1Sc2nnc(COc3ccc(Cl)cc3)n2N=C1c1ccccc1 (stereo not drawn)	6	101	3	6	-2	7	1	104	-1
CSc1nc(C)c2c(n1)N(c1ccc(F)cc1)CC2	3	93	2	5	0	2	-11	84	0
Cc1oc(-c2ccccc2F)nc1CS(=O)(=O)CC(=O)NCCCc1ccccc1	20	111	6	-2	-26	-3	3	105	2
O=C(COC(=O)c1cccs1)Nc1nc(-c2ccccc2)cs1	46	113	4	-3	3	1	14	100	7
Nc1nnnn1CC(=O)N/N=C/c1cc([N+](=O)[O-])ccc1O	2	101	11	-10	2	2	0	100	-8
Cc1csc2ncc(C(=O)Nc3ccc(C(F)(F)F)cc3)c(=O)n12	.	110	4	-7	7	7	6	109	-14
COc1cccc(-n2cnc3sc(C)cc3c2=O)c1	-2	89	2	6	1	2	-10	99	-3
CCOC(=O)CN1C(=O)C(O)(CC(=O)c2ccccn2)c2ccccc21 (stereo not drawn)	4	119	3	10	-13	2	16	118	14
Cc1ccc(C(=O)NC(=C(Cl)Cl)S(=O)(=O)c2ccc(Cl)cc2)cc1	13	106	6	8	-6	11	0	109	3
O=C1/C(=C\c2ccsc2)N2CCC1CC2	.	74	2	8	2	-13	-9	68	24
Cc1ccc(NC(c2ccccc2)c2nc3ccccc3[nH]c2=O)cc1 (stereo not drawn)	.	106	-1	-3	-14	-4	13	112	1
CCOC(=O)c1cc(C#N)c(SCC(=O)O)[nH]c1=O	1	95	2	1	16	4	1	99	19

Brought forward from above: 2 entries; new compounds follow.
SMILES	NALP1 yeast inh	MEKK2 WT-MEK5	IDE act	IDE inh	p-CIP stab down	M18AAP inhibitor	MEKK2mut PB1 HTS	MEKK3 PB1 HTS	UBC9 SUMO inh
Cc1ccc(NC(c2ccccc2)c2nc3ccccc3[nH]c2=O)cc1 (stereo not drawn)	.	106	-1	-3	-14	-4	13	112	1
CCOC(=O)c1cc(C#N)c(SCC(=O)O)[nH]c1=O	1	95	2	1	16	4	1	99	19
c1ccc(C2CN3CCSC3=N2)cc1 (stereo not drawn)	-9	84	-5	1	0	3	2	94	1
CC(=O)c1ccc(NC(=O)C2CCCN(S(=O)(=O)c3ccc(-n4cnnn4)cc3)C2)cc1 (stereo not drawn)	21	99	0	-1	-15	6	-1	99	-13
COc1ccc(OCC(=O)Nc2ccc(N3CCOCC3)cc2)c([N+](=O)[O-])c1	20	105	0	3	5	-15	0	100	5
COc1nc2ccccc2c(=O)n1OCC(C)C	-10	100	1	4	-8	-8	-1	102	19
CCOc1ncccc1C(=O)Nc1ccc(Cl)cc1	9	99	2	-3	-4	18	0	101	4
COc1cc(C2CC(=O)N(c3ccc(C)cc3)C(=O)C2)cc(OC)c1OC	.	101	-2	4	0	-15	-3	105	19
Cc1cc(C)n2nc[n+](C)c2n1	8	117	2	-3	-10	-2	9	118	8
Cc1ccc2nc3c(c(C(=O)O)c2c1)CCC3	19	103	0	-2	-8	4	0	101	-1
CCn1c(SCC(=O)NCc2ccco2)nc2ccccc2c1=O	1	87	3	10	-8	0	-8	102	-2
CCC(C(=O)Nc1ccc(OC)c(Cl)c1)c1ccccc1 (stereo not drawn)	18	103	2	2	18	9	-1	104	-13
O=C(CSCc1ccccc1Cl)Nc1c[nH]c(=O)[nH]c1=O	13	101	3	-3	-28	3	-1	101	21
CS(=O)(=O)N1CCC(Oc2cccc(C(=O)NCCCOc3cccnc3)c2)CC1	0	108	0	-3	-4	5	7	103	-6
CCC(C)Nc1ncnc2c1cnn2Cc1ccc(Cl)cc1 (stereo not drawn)	3	106	-2	-1	-14	3	8	108	-6
COc1cccc(NC(=O)C2C3CC4OC(=O)C2C4C3)c1 (stereo not drawn)	14	102	3	-1	-3	-19	7	104	13
Cn1/c(=N/NC(=O)c2ccccc2F)sc2ccccc21	-11	101	6	5	17	7	-2	99	-6
O=C(Nc1nnc(SCc2ccc(Cl)cc2)s1)C1CCCO1 (stereo not drawn)	-1	98	0	7	-5	5	0	97	-8
N#Cc1cc2c([nH]c1=S)CCCC2	8	94	-18	9	3	12	-2	92	2
CCc1nnc(NC(=O)/C=C/c2cccs2)s1	-11	102	-4	-3	-9	0	1	102	5
O=[N+]([O-])c1ccc(NC(=S)NCCc2ccc(F)cc2)cc1	72	109	0	4	-9	-5	19	98	-17
CCN(CC)S(=O)(=O)c1ccc(C)c(NC(=O)/C=C/c2cccs2)c1	33	105	-1	-3	2	-4	-2	98	4
COc1ccc2c(c1)CCc1c(C(=O)N3CCOCC3)noc1-2	42	100	-4	0	-13	2	3	102	2
O=C(N/N=C/c1ccncc1)c1cccc(N/N=C/c2ccncc2)c1	5	100	1	0	6	-6	-1	98	-8
Clc1ccc(CSc2nnnn2-c2ccc3c(c2)OCO3)c(Cl)c1	9	98	2	-2	-2	-1	-2	102	-6
CCCC(C(=O)NCCC(C)C)N(Cc1ccc(OC)cc1)C(=O)c1snc(C(N)=O)c1N (stereo not drawn)	11	107	5	-2	0	4	5	102	6
CCOc1cc(/C=N\NC(N)=O)cc(Br)c1OC(C)C	24	96	7	1	2	0	-3	100	-2
Cc1oncc1-c1csc(-c2ccccc2Cl)n1	5	97	2	-5	4	1	-5	100	0
O=C(CSc1ccccc1)Nc1ccc(C(=O)Nc2cccc(O)c2)cc1	-8	105	3	-1	3	-15	4	104	0
CC(NC(=O)Nn1cnnc1)(C(F)(F)F)C(F)(F)F	47	105	2	-1	-3	0	11	105	5
CC(C)C(=O)Nc1nnc(SCC(=O)N2C(C)CCCC2C)s1 (stereo not drawn)	17	90	2	5	-8	-6	-13	92	-10
CC1=CC(C)(C)Nc2ccc(OC(=O)C(C)N3C(=O)c4ccccc4C3=O)cc21 (stereo not drawn)	51	110	-9	26*	-22	-7	5	121	-15
COc1cc(OC)c2c(O)c3c(c(-c4c5c(c(O)c6c(OC)cc(OC)cc46)CO[C@@H](C)[C@H]5O)c2c1)[C@H](O)[C@H](C)OC3	-4	89	-5	6	-7	2	2	105	.
Cc1ccc(C(OCC(C)(C)C[N+](C)(C)C)c2ccccc2)cc1 (stereo not drawn)	7	99	3	-2	5	6	-6	94	1
O=C1ON=C(c2ccccc2)/C1=C/c1ccc(-c2ccccc2[N+](=O)[O-])o1	35	101	-3	4	-7	0	0	102	25
O=C(O)CCCCCNC(=O)c1ccc(C(=O)NCCCCCC(=O)O)cc1	.	96	-2	1	-13	-1	3	102	15
CCc1ccc(NC(=O)Nc2cnccn2)cc1	14	102	0	2	3	-5	7	101	5
O[C@@H]1C2CCCC1[C@]1(O)CCCCC1C2 (stereo partly drawn)	0	105	2	1	-6	-7	6	99	6
COc1cc2c(cc1OC)CN(C(=O)NS(=O)(=O)c1ccc(C)cc1)CC2	13	97	5	0	-22	0	0	99	23
CCC(=O)Nc1ccc2c(c1)ncn2CCc1ccccc1	15	105	4	-1	-9	-1	2	103	4
C=CCc1ccccc1OCC(CN1CCCCC1)OC(C)=O (stereo not drawn)	15	126	-6	2	-11	-6	9	103	10
CC1CCN(CCCN2C(=O)C3C(C(=O)Nc4ccc(Cl)cc4)C4C=CC3(O4)C2C(=O)NC2CCCCC2)CC1 (stereo not drawn)	6	99	5	-3	-1	-7	12	101	5
NC1=NC(=O)C(Cc2cccc(Cl)c2Cl)S1 (stereo not drawn)	15	88	2	0	-3	2	5	91	-3
COc1ccc(OC)c(CNc2c(C=O)c(=O)[nH]c3ccccc23)c1	0	102	0	1	7	-3	0	100	2
CC(C)N(C(=O)C[n+]1ccsc1N)c1ccccc1	12	107	-2	-6	12	-9	1	106	-10
O=C(NCc1ccc2c(c1)OCO2)c1ccc(S(=O)(=O)C(F)F)cc1	5	.	1	4	9	2	.	.	8
Cc1cc(C)c2c(CN3CCCCC3C)cc(=O)oc2c1 (stereo not drawn)	23	107	3	1	0	0	5	105	-4
Cc1oc(-c2ccccc2Cl)nc1CS(=O)CC(=O)NCCCN1CC(C)CC(C)C1 (stereo not drawn)	22	114	0	4	2	1	7	105	3
Cc1cccc(-n2ncc3c(N4CCC(C)CC4)ncnc32)c1	0	101	6	-6	-1	6	5	101	2
COc1cc(SC)ccc1C(=O)NC(C)C	9	105	-5	1	-12	4	4	94	19
O=C(CNC(=O)/C(=C/c1ccccc1)NC(=O)c1ccc(Br)cc1)OCc1ccccc1	25	111	2	-2	-13	-6	14	99	-6
C/C(N)=C(/C#N)C(=O)COC(=O)Cc1coc2cc(C)ccc12	7	99	4	-2	0	-3	-3	94	-10
Cc1ccccc1NS(=O)(=O)c1cc2c(cc1C)NC(=O)CO2	-1	96	-3	1	1	-14	-2	100	3
O=C(CN1CCN(c2nc(-c3ccccc3)cs2)CC1)NCc1ccc2c(c1)OCO2	-10	100	1	7	2	17	1	101	-19
Cc1ccc(C2=NN(CCC(=O)NCCCN3CCOCC3)C(=O)CC2)cc1	-1	101	4	-1	-18	-2	2	101	.
O=C(O)c1ccc(N/N=C/c2cn(Cc3ccccc3F)c3ccccc23)cc1	10	92	-1	0	-20	15	-17	89	14
O=C1CSC(=S)N1c1ccc(O)cc1	77*	106	3	3	2	9	15	105	13
CCOc1ccc(NC(=O)CCC(=O)N/N=C/c2ccc3c(c2)OCO3)cc1	-42	99	2	3	-1	-1	0	102	14

Later entries:
SMILES	NALP1 yeast inh	MEKK2 WT-MEK5	IDE act	IDE inh	p-CIP stab down	M18AAP inhibitor	MEKK2mut PB1 HTS	MEKK3 PB1 HTS	UBC9 SUMO inh
COc1ccc(N2C(S)=C(C#N)C(=O)NC23CCCCC3)cc1	-10	106	-4	-4	1	-5	4	108	8
CCOc1ccccc1N(C(=O)c1snc(C(N)=O)c1N)C(C(=O)NCc1ccccc1)c1ccc(O)cc1 (stereo not drawn)	13	91	-10	.	3	8	-1	97	4
Cc1cccc(NC(=O)c2nc[nH]c2C(=O)N[C@@H](CCCCNC(=O)OC(C)(C)C)C(=O)OC(C)(C)C)c1	.	83	2	0	-13	.	-18	87	-25
COc1ccc(OCC(=O)Nc2nnc(C)s2)cc1	17	103	5	0	1	1	14	100	3
NC(=O)CC(NC(=O)c1ccccc1)c1ccc(NC2CCCC2)c([N+](=O)[O-])c1 (stereo not drawn)	.	101	4	-1	-7	.	2	98	12
Cc1cc(Cl)c(OCCOCCN2CCCC(C)C2)c(Br)c1 (stereo not drawn)	-14	98	5	0	6	-7	-6	87	12
COc1ccc(CNC(=O)CN(Cc2ccccc2)C(=O)c2csnn2)cc1	-2	96	0	5	3	1	-2	103	-26
NNc1nc2c(-c3ccc(Cl)cc3)nnn2c2ccccc12	-9	106	6	-1	-153	23	8	103	20

An excerpt; rates above refer to the full screens.
